IMPase inh = membrane-permeable compound that blocks inositol monophosphatase. P97697. CHO-M1 cells, IP1 accumulation, HTRF TR-FRET ratio. inhibition (IP1 accumulation), % at 46.1 µM. 120,000 tested, under 10 active; active means well fitted curve in the direction sought with a large enough effect in the signal ratio, not every such curve was filed as active; inconclusive means small, poorly fitted or top-dose-only effect, or a change in a side signal; inactive means no such curve, though single readings can be large or run the other way; the % refers to the signal ratio;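 further: cells stimulated with carbachol in lithium chloride buffer; plate controls were DMSO basal wells for no effect and reference inhibitor wells for full effect; higher means more IMPase inhibition seen as more IP1 and lower FRET ratio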
Target sequence (P97697 whole entry, looked up): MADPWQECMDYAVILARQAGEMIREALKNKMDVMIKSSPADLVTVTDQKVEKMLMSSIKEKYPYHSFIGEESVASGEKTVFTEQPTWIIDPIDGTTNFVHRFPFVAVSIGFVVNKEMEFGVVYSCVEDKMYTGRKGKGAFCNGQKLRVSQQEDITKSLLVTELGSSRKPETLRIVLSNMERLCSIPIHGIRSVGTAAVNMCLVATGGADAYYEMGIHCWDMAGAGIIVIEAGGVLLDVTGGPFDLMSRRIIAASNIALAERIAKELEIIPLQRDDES
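CHO-M1 cells (CHO stably expressing M1 receptor), compound up to 46 uM final, stimulated with carbachol (50 uM as added) in buffer with 50mM LiCl, pH 7.4, 30 min at 37C. Cytosolic IP1 read by TR-FRET; AC50 from Hill fits.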
ALOX12 inhib = 12-hLO (ALOX12) enzyme inhibition; P18054; purified 12-hLO, xylenol orange hydroperoxide absorbance; Potency, µM (top dose mostly 57.1 µM), inactives show at the highest dose activity change, negative = inhibition, actives largely listed as inhibitors; 150,000 tested, 0.12% active; AID 1452; further: potency means the concentration at half of the fitted maximal effect; nearly all actives have a fitted effect of over 55% in size; many of its hits are not listed in these tables
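Hydroperoxide output read as Fe(III)-xylenol orange absorbance, 573-to-405 nm ratio, after 30 min reaction with 40 uM arachidonic acid. Enzyme: 150 nM purified human 12hLO, 15 min compound preincubation; 25 mM Hepes pH 7.0, room temperature.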
15-hLO-2 inh = inhibitors of human 15-lipoxygenase 2 (ALOX15B); O15296; Potency, µM (doses to about 57.1 µM), for inactives: at the highest dose activity change, negative = inhibition, actives largely listed as inhibitors; purified 15hLO-2, xylenol orange hydroperoxide absorbance; 110,000 tested, 0.56% active; further: potency means the concentration at half of the fitted maximal effect; nearly all actives have a fitted effect of over 60% in size; many of its hits are not listed in these tables
Target sequence (O15296 whole entry, looked up): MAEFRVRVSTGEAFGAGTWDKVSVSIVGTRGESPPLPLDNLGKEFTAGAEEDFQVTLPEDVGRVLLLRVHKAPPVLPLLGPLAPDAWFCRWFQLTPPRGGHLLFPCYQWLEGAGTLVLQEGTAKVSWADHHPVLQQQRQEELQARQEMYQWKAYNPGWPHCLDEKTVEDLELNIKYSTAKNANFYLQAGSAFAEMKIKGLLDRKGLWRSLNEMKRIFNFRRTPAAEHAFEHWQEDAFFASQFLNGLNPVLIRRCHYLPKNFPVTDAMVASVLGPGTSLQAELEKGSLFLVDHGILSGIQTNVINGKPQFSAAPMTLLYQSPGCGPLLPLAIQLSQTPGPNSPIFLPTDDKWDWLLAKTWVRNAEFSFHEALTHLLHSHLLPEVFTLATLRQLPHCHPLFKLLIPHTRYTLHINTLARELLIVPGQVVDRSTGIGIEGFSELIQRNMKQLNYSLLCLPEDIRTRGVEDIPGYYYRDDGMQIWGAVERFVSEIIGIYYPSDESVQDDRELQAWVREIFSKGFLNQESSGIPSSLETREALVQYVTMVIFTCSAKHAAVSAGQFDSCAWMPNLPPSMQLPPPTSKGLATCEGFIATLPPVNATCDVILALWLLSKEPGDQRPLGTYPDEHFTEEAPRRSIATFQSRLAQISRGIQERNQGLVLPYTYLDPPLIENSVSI
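Screening format was qHTS against 50 nM purified 15hLO-2 in Hepes pH 7.5 with detergent. Activity follows hydroperoxide formation from 45 uM arachidonic acid, measured as 573:405 nm absorbance ratio of the ferric-xylenol orange complex.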
PNC inhibitor = blocks assembly of the perinucleolar compartment; 140,000 tested, 3.1% active; activity change (PNC), negative = inhibition, % at 10 µM; AID 2417; PC3M PTB-GFP, PNC prevalence imaging, 16 h; hits give low values;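 active means readout at or below -70, meaning at least 70% loss of cells showing the perinucleolar compartment, a nuclear body marking cancer cells; inconclusive means readout between -30 and a set limit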;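 further: plate controls were DMSO wells for no effect and camptothecin positive control wells for full effect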
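Compounds are pinned in duplicate onto adhered PC3M cells stably expressing GFP-tagged PTB and incubated 16 h at 37 C. Cells are then fixed, nuclei stained with Hoechst, and PNC-positive cells counted.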
* marks the source's active call; other numbers are inactive results; ? = inconclusive; . = no result given; [ ] = dose if it differs, or a comment. Unless noted, the call rests on the fitted dose curve; in most records, active means well fitted curve in the direction sought with a large enough effect; inconclusive means small, poorly fitted or top-dose-only effect, or another doubt; inactive means no such curve, though single readings can be large; an effect the other way counts as inactive or inconclusive. Unless noted, on the % scale 0 is the no-effect control and ±100 the full control effect. Some of the compounds tested; rates above refer to the full screens.

compound,IMPase inh,ALOX12 inhib,15-hLO-2 inh,PNC inhibitor
CCCCCC1CCC(c2ccc(C(N)=O)cc2)CC1 (configuration not stated),-0.7,1.9%,22.8%,53.9
Cc1ccccc1C(=O)c1c[nH]c(C(=O)NCc2cccs2)c1,1.1,4.4%,-0.6%,39.1
Cc1nn(CCC(=O)NNC(=S)Nc2ccc(Cl)cc2)c(C)c1[N+](=O)[O-],13.9,1.4%,.,115.5
CCOC(=O)c1cc2c(=O)n3ccccc3nc2n(C(C)C)c1=NC(=O)c1ccncc1,-0.2,-11.4%,-26.7%,-11.6
CC1CCN(C(=O)CSCC(=O)Nc2nc(-c3cccs3)cs2)CC1,-4.8,-3.3%,.,-18.8
COc1ccccc1/C=C/C1(C(=O)NC2CCCC2)CC(=O)N1c1ccc(C)cc1 (configuration not stated),5.2,-1.8%,.,?
Cc1ccc(-c2noc(CCC(=O)Nc3ccc(C)cn3)n2)cc1,-22.7,6.6%,3.8%,-15.1
Cc1ccc(S(=O)(=O)Nc2cc(C(=O)NCCN(C)C)ccc2N2CCCCC2)cc1,15.9,0.1%,31.0%[activator],56.3
Cc1ccccc1CN1CCN(S(=O)(=O)c2ccc(F)cc2)CC1,-10.2,-5.1%,.,190.7
CN1/C(=C\C(=S)NC(=O)c2ccccc2Cl)C(C)(C)c2ccccc21,.,-27.8%,.,5.2
Cc1ccc(C(=O)NN(C)c2nc3ccccc3nc2C(F)(F)F)cc1,8.9[1.84 µM],-0.3%,4.6%[11.4 µM],?
Nc1nonc1-c1nc2ccccc2n1CC(=O)N1CCCCC1,-8.1,-6.8%,4.4%,?
COc1ccc(N2CCN(C(=O)c3ccc(OCc4c(C)noc4C)c(OC)c3)CC2)cc1,5.7,-3.0%,-3.5%,3.5
CC(=O)Nc1cccc(NC(=O)C2CCCN2C(=O)Nc2ccc(Cl)cc2)c1 (configuration not stated),2.4,4.8%,2.3%,40.3
COc1cccc(-c2csc(N3CCN(CC(=O)NNC(=O)c4ccc(Br)cc4)CC3)n2)c1,2.0,-0.7%,6.7%,?
CCCCCCC/C(C)=N/NC(=O)CC(=O)NCCc1ccccc1,-3.9,2.9%,-3.7%,62.4
COc1ccc(S(=O)(=O)N(C)CC(=O)N2CCN(Cc3ccccc3)CC2)cc1C,1.2,3.2%,0.5%,?
COCc1nc2ccccc2n1Cc1ccc(Br)cc1,-5.1,-0.6%,34.2%[activator],-8.0
Cc1cc(C(=O)CNCc2ccco2)c(C)n1-c1ccc(F)cc1,-14.2,-10.8%,-8.2%,-11.9
C/C(=N\NC(=O)NC1CCCCC1)C1CCCCC1,.,-0.6%,.,60.2
CC(C)NC(=O)c1ccc(-c2ccccc2C(F)(F)F)o1,-5.6,-5.4%,-7.0%,58.6
CNC(=O)c1nn(-c2ccc(C)cc2)ccc1=O,15.0,-3.2%,-2.5%,?
CCOC(=O)C1=C(C)NC(=O)NC1c1ccc(OCC(=O)OC)c(OC)c1 (configuration not stated),-7.1,-1.0%,-2.2%,10.8
COc1cc(/C=N/O)ccc1OCc1ccc(C(=O)O)cc1,7.1,-0.8%,.,38.9
COCCN1Cc2cccc(C(=O)Nc3cccc(OC)c3)c2C1=O,7.6,4.4%,11.8%,60.6
CCOC(=O)c1nn(-c2ccccc2)c2nnc(Cc3ccc(Cl)cc3)c(=O)n12,.,0.5%,.,-5.8
CCN=C1S/C(=C\c2cn(C(C)=O)nc2-c2ccccc2)C(=O)N1CC,16.9,-9.0%,.,-2.2
CCN(CCCNC(=O)CCc1nc(-c2ccc(OC)cc2)no1)c1cccc(C)c1,7.8,5.0%,-0.5%,2.5
O=C(CSc1ccc(Cl)cc1)Nc1cc(-c2nc3ncccc3o2)ccc1Cl,-4.7,-3.5%,.,20.3
O=C(O)C1CCCCC1C(=O)Nc1ccccc1Nc1ccccc1 (configuration not stated),1.6,-5.2%,-9.3%,4.8
Cc1cccc(NC(=O)c2cc(-c3ccco3)nc3ccccc23)n1,-3.3,-22.8%,-26.0%,-2.5
CN(C)CCCNC(=O)COc1ccc(Br)cc1Cl,.,0.3%,.,-87.3*
CC[N+](CC)(CCO)CCCN1C(=O)C2CC=C(Cl)CC2C1=O (configuration not stated),-2.0,-0.7%,-7.6%,-80.9*
CC1CN(S(=O)(=O)c2ccc(C(=O)Nc3ccc(S(=O)(=O)Nc4nccs4)cc3)cc2)CC(C)O1 (configuration not stated),.,-3.8%,.,-14.7
CC(=O)c1c(C)[nH]c(C(=O)CSc2nc3ccc(C)cc3[nH]2)c1C,3.5,5.0%,-1.2%,-14.9
COc1ccc(/C=C(/C(=O)NCc2ccccc2)c2ccccc2)cc1,.,-2.3%,.,-5.0
CCOP(=O)(OCC)c1nc(/C=C/c2ccccc2)oc1NCc1ccccc1,-5.4,?,-10.9%,?
COc1ccc(N(CC(=O)Nc2cccc(OC)c2)S(=O)(=O)c2c(C)nn(C)c2C)cc1,-8.1,-9.1%,0.4%,20.5
O=C1CCCN1c1ccc(S(=O)(=O)N2CCN(c3ccccn3)CC2)cc1,0.9,2.1%,17.2%,-22.9
COC(=O)CCC(NC(=O)OCc1ccccc1)C(=O)NC(CC(C)C)C(=O)OC (configuration not stated),1.3,0.8%,-7.0%,0.1
OC(CN1CCN(c2ccccc2)CC1)Cn1c2ccccc2c2ccccc21 (configuration not stated),-4.7,5.7%,31.8%[activator],47.1
C=CCN(C(=O)CCC(=O)Nc1cc(C)on1)C(C(=O)NC(C)(C)C)c1cccc(OC)c1OC (configuration not stated),0.0,-2.7%,3.7%,?
O=C(Cc1cccs1)NCc1ccc2c(c1)OCO2,5.5,0.0%,-3.4%,?
CCOc1ccc(C(=O)NC(=S)Nc2ccc(NC(=O)c3ccco3)c(C)c2)cc1[N+](=O)[O-],3.5,3.1%,.,-29.8
Cn1ncc2c(Nc3ccc4ccccc4c3)ncnc21,0.6,-1.0%,12.6%,-8.9

An excerpt from above in order of their number in ALOX12 inhib, ascending:
compound,IMPase inh,ALOX12 inhib,15-hLO-2 inh,PNC inhibitor
C=CCN(C(=O)CCC(=O)Nc1cc(C)on1)C(C(=O)NC(C)(C)C)c1cccc(OC)c1OC (configuration not stated),0.0,-2.7%,3.7%,?
Cn1ncc2c(Nc3ccc4ccccc4c3)ncnc21,0.6,-1.0%,12.6%,-8.9
O=C(Cc1cccs1)NCc1ccc2c(c1)OCO2,5.5,0.0%,-3.4%,?
CN(C)CCCNC(=O)COc1ccc(Br)cc1Cl,.,0.3%,.,-87.3*
OC(CN1CCN(c2ccccc2)CC1)Cn1c2ccccc2c2ccccc21 (configuration not stated),-4.7,5.7%,31.8%[activator],47.1

Five entries picked at random from those above:
compound,IMPase inh,ALOX12 inhib,15-hLO-2 inh,PNC inhibitor
C=CCN(C(=O)CCC(=O)Nc1cc(C)on1)C(C(=O)NC(C)(C)C)c1cccc(OC)c1OC (configuration not stated),0.0,-2.7%,3.7%,?
COc1ccc(/C=C(/C(=O)NCc2ccccc2)c2ccccc2)cc1,.,-2.3%,.,-5.0
OC(CN1CCN(c2ccccc2)CC1)Cn1c2ccccc2c2ccccc21 (configuration not stated),-4.7,5.7%,31.8%[activator],47.1
CCOP(=O)(OCC)c1nc(/C=C/c2ccccc2)oc1NCc1ccccc1,-5.4,?,-10.9%,?
O=C1CCCN1c1ccc(S(=O)(=O)N2CCN(c3ccccn3)CC2)cc1,0.9,2.1%,17.2%,-22.9

The list goes on:
compound,IMPase inh,ALOX12 inhib,15-hLO-2 inh,PNC inhibitor
C=CCn1c(SCc2nc3ccccc3[nH]2)nnc1-c1ccccn1,0.4,1.1%,39.5%[activator],22.7
Cc1cccc2sc(NC(=O)CN(C)S(=O)(=O)c3ccc(Br)s3)nc12,3.7,-10.1%,0.5%,?
COc1ccc(N2CCN(S(=O)(=O)c3cccc4cccnc34)CC2)cc1,9.6,-5.7%,-3.5%,-26.9
Cc1ccc(N=Nc2c(=O)[nH]n3c(=O)cc(C)[nH]c23)cc1,30.2[activator],-29.8%,-28.2%,?
CCOc1ccc(-c2nnc(NC(=O)CCCOc3cccc(C)c3)o2)cc1,3.5,8.4%,29.7%,3.1
O=C1C/C(=C/NCc2ccccc2)C(=O)N1,6.5,0.7%,4.8%,-8.6
C=CC[C@H](N)C(=O)O,-1.2,-1.2%,-8.0%,.
CCCOc1ccc(CC(=O)NCc2ccco2)cc1OC,3.2,-0.4%,-9.8%,16.9
COc1cc2cc3c4c(cc(OC)c(OC)c4c2cc1OC)CCN3C,20.5,?,12.6µM*,.
COc1ccc(NC(=O)c2c(C(F)(F)F)nn(C)c2SCc2ccccc2)cc1,3.9,-2.2%,.,22.1
Cc1nnc(SC(C)C(=O)N2CCc3ccccc32)s1 (configuration not stated),9.7,7.5%,-0.6%,32.0
Cc1cccc(OCC(=O)NC(=S)Nc2ccccc2N2CCOCC2)c1,.,-16.2%,.,11.6
COc1ccc(CN(C)CC(=O)c2c(N)n(Cc3ccccc3)c(=O)n(C)c2=O)c(OC)c1,2.4,1.8%,16.2%,?
CC1=C(C)C(=O)N(c2ccc(C(=O)O)cc2)C1=O,4.3,-2.8%,1.0%,0.9
Cc1ccc(S(=O)(=O)N2CCCC(C(=O)NCC3COCCO3)C2)cc1 (configuration not stated),-1.2,-2.4%,-5.1%,-28.1
Cc1cc2oc(=O)cc(C)c2cc1NC(=O)CCC(=O)O,-6.6,3.3%,2.4%,-5.0
CCc1cccc(NC(=O)CSCc2cc(=O)[nH][nH]2)c1,5.0,1.4%,10.0%,?
CCn1nc(C)c(NC(=O)c2ccc(Br)o2)c1C,.,5.3%,.,8.8
COc1cccc(N2C(=O)C3C(C2=O)C2C=CC3C23CC3)c1 (configuration not stated),23.9,4.3%,0.4%,?
O=C(O)C1C2C=CC3(CN(Cc4ccco4)C(=O)C13)O2 (configuration not stated),-7.0,2.1%,17.2%,12.0
COC(=O)CN1C(=O)C(O)(CC(=O)c2ccc(Br)cc2)c2ccccc21 (configuration not stated),-3.8,1.8%,-1.6%,-7.9
O=C(CC(Nc1ccc(F)cc1)c1ccccc1)c1ccccc1 (configuration not stated),5.8,3.6%,.,-7.7
CC(C)Nc1nc(NC(C)C)nc(SCCOC(=O)Nc2ccc(Cl)cc2Cl)n1,.,-3.0%,.,5.4
CCCCC(c1nnnn1CC1CCCO1)N1CCN(c2nc3ccccc3s2)CC1 (configuration not stated),-6.8,-7.1%,13.1%,?

Screening data (PubChem BioAssay)
